Tau FP inhib – inhibitors of human tau fibril formation; K18 P301L tau heparin fibrillization, Alexa594 FP, 6 h; Potency, µM (series often up to 57.7 µM), for the others: at the highest dose activity, negative = inhibition, actives largely listed as inhibitors; actives 0.39% (n = 280,000); AID 1468; also: % is scaled to controls: 0 for no effect and ±100 for the full control effect; nearly all actives have a fitted effect of over 55% in size
Target sequence (P10636 561-689 P618L limits assumed): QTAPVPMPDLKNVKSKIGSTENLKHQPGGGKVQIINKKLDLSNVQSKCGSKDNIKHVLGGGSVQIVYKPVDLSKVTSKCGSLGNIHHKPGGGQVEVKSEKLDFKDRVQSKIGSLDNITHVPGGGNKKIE
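Steps: dispense K18 P301L tau (15 uM plus 0.24 uM Alexa 594 tracer, final) in pH 7 sodium acetate; add compound; add heparin (20 uM final); incubate 6 hr, 37 C; add ThT (30 uM final); after 1 hr ambient, read FP.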
GAA spleen mod – inhibitors or activators of human alpha-glucosidase in spleen homogenate. human spleen homogenate, 4-MU-alpha-glucoside fluorescence. actives 0.006% (n = 240,000). Potency, µM (highest dose often 79.9 µM), for the others: at the top dose activity change, negative = inhibition, hits mostly inhibitors. AID 2112;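 also: 0% = enzyme with vehicle and -100% = no enzyme basal signal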
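Compounds were titrated against alpha-glucosidase in spleen homogenate at pH 5.0, with 1 mM 4-methylumbelliferyl substrate for 40 min at 37 C. Reactions were quenched with pH 10 NaOH/glycine and fluorescence measured.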
GAA glycogen – alters human alpha-glucosidase cleavage of glycogen; actives 0.38% (n = 300,000); P10253; recombinant GAA, glycogen substrate, Amplex Red glucose oxidase fluorescence; AID 2100; Potency, µM (doses to about 76.4 µM), without a hit: at the top dose activity change, negative = inhibition, usual class: inhibitors;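 also: 0% = full enzyme reaction and -100% = no-enzyme basal signal; the screen sought inhibitors and activators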
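Natural-substrate format: glycogen cleavage by 4 nM human enzyme, glucose read by Amplex Red coupling (Ex 573, Em 610 nm). Normalized to enzyme and no-enzyme controls.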
HTT cytoprotect – protects HTT-Q103 PC12 cells, measured by ATP; Potency, µM (series often up to 56.4 µM), for the others: cytoprotection (ATP increase), most hits filed as activators; PC12 HTT-Q103 induced, cytoprotection, ATP luminescence, 40 h; actives 0.14% (n = 230,000);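 also: % of control where 0% means no effect; nearly all actives have a fitted effect of over 45% in size; toxic huntingtin expression switched on by the ecdysone agonist tebufenozide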
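Compounds were screened for protection of PC12 cells against cell death after tebufenozide induction (100 nM final) of mutant Huntingtin exon 1 (Q103) fused to GFP.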
GAA inhib – inhibitors of human lysosomal alpha-glucosidase. actives 0.005% (n = 200,000). AID 1466. Potency, µM (highest dose often 76.9 µM), for the others: top-dose activity change, negative = inhibition, usual class: inhibitors. P10253. purified human GAA, 4-MU-alpha-glucoside fluorescence;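 also: plate controls were uninhibited enzyme wells for no effect and no-enzyme background for full effect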
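Human alpha-glucosidase, 4 nM, pre-mixed with test compounds before 400 uM 4-methylumbelliferyl substrate; 20 min room temperature at pH 5.0. Fluorescence read after pH 10 stop; AC50 values from Hill-equation fits.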
Tau fibril ThT – inhibitors of human tau fibril formation, thioflavin T binding; actives 2.1% (n = 270,000); recombinant tau K18 P301L, heparin-induced fibrillization, ThT fluorescence; Potency, µM (titrated, usually from 57.4 µM), inactives show at the top dose activity, negative = inhibition, hits mostly inhibitors; also: % is scaled to controls: 0 for no effect and ±100 for the full control effect; nearly all actives have a fitted effect of over 55% in size
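K18 P301L tau (15 uM + 0.24 uM Alexa 594-tagged), heparin 20 uM, NaOAc pH 7, 6 h 37 C; ThT 30 uM, 1 h RT, ex 450/em 510 nm.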
Tau fluor cs – counter-screen for tau fibril formation inhibitors | tau K18 P301L Alexa594 fluorescence, heparin fibrillization | Potency, µM (highest dose often 57.7 µM), for the others: top-dose activity change, negative = decrease | actives 0.93% (n = 280,000) | AID 1463; also: % is scaled to controls: 0 for no effect and ±100 for the full control effect; nearly all actives have a fitted effect of over 55% in size
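Human tau K18 P301L (15 uM unlabeled, 0.24 uM Alexa 594-labeled) in 100 mM sodium acetate pH 7 with 20 uM heparin, 6 hr at 37 C. ThT 30 uM added, 1 hr ambient; Alexa 594 FP and total fluorescence read at 555/632 nm.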
aGal spleen mod – inhibitors or activators of human alpha-galactosidase in spleen homogenate | human spleen homogenate, 4MU-alpha-Gal fluorescence, 40 min | Potency, µM (series often up to 80 µM), for the others: top-dose activity change, negative = inhibition, most hits filed as inhibitors | actives 0.008% (n = 240,000) | AID 2107;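 also: 0% = enzyme with vehicle and -100% = no enzyme basal signal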
Target sequence (P06280 32-429 limits assumed): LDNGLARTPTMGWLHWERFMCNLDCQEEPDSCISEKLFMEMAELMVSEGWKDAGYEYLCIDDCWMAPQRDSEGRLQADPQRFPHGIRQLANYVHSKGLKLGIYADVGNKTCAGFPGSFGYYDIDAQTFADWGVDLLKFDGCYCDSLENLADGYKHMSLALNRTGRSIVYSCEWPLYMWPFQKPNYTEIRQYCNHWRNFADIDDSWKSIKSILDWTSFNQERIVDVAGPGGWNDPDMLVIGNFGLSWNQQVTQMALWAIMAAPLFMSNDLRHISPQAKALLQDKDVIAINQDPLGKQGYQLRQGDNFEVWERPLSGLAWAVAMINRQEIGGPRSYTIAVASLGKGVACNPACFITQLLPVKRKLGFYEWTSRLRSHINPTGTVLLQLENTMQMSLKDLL
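Spleen homogenate 1 ug + cpd (titration) + 4-MU-alpha-D-galactopyranoside 1 mM; 37C 40 min; 50 mM citrate/phosphate pH 5.0, 0.01% Tween-20; stop pH 10; fluorescence 365/440; AC50 via Hill.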
Numbers without * were called inactive; [ ] = another dose, or the depositor's remark. Calls follow the shape of the dose curve; as a rule, active = well fitted curve in the direction sought with a large enough effect; inconclusive = small, poorly fitted or top-dose-only effect, or another doubt; inactive = no such curve, though single readings can be large; an effect the other way counts as inactive or inconclusive. Potency is read from the fitted curve at half-maximal effect.

How did COCCNC(=O)Cn1nc(C)c2ccccc2c1=O do in these assays?
Tau FP inhib: 4%; GAA spleen mod: -1%; GAA glycogen: 17%; HTT cytoprotect: -11%; GAA inhib: -2%; Tau fibril ThT: 3%; Tau fluor cs: -3%; aGal spleen mod: -8%

Results for C=CCn1c(SCC(=O)N2CCc3ccccc3C2)nc2sc(CC)cc2c1=O ?
Tau FP inhib: 2%; GAA spleen mod: 0%; GAA glycogen: 6%; HTT cytoprotect: 16%[10 µM]; GAA inhib: 5%; Tau fibril ThT: -15%; Tau fluor cs: -5%; aGal spleen mod: 0%

How did CCO[C@@H]1OC(C(N)=O)=C[C@H](c2coc3ccccc3c2=O)[C@H]1CCCO do in these assays?
Tau FP inhib: 1%; GAA spleen mod: 8%; GAA glycogen: 6%; HTT cytoprotect: 5%[10 µM]; Tau fibril ThT: 18%; Tau fluor cs: 22%; aGal spleen mod: 12%

Results for CCOC(=O)CN(C(=O)COc1nc(-c2ccccc2)cc(C)c1C#N)c1ccccc1 ?
Tau FP inhib: -4%; GAA spleen mod: 6%; GAA glycogen: 6%; HTT cytoprotect: -18%[10 µM]; Tau fibril ThT: -13%; Tau fluor cs: -22%; aGal spleen mod: 4%

What do the screens show for `COc1ccc(-n2ncc3c(=O)n(CC(=O)Nc4ccc(S(=O)(=O)N5CCOCC5)cc4)cnc32)cc1`?
Tau FP inhib: inconclusive; GAA spleen mod: -13%; GAA glycogen: -8%; HTT cytoprotect: 14%[10 µM]; GAA inhib: inconclusive; Tau fibril ThT: 18%; Tau fluor cs: inconclusive; aGal spleen mod: 1%

Results for Clc1ccc(-n2cccc2)cn1 ?
Tau FP inhib: 5%; GAA glycogen: 3%; HTT cytoprotect: -18%; GAA inhib: -3%; Tau fibril ThT: -7%; Tau fluor cs: -4%; aGal spleen mod: -1%

Results for Cc1ccc(N2CCN(/N=C/c3sccc3C)CC2)cc1 ?
Tau FP inhib: 7%; GAA spleen mod: -6%; GAA glycogen: -1%; HTT cytoprotect: 17%[10 µM]; GAA inhib: -5%; Tau fibril ThT: inconclusive; Tau fluor cs: -24%; aGal spleen mod: 0%

How did Cc1ccccc1CSCC(=O)Nc1ccccc1-c1ccccc1 do in these assays?
Tau FP inhib: 4%; GAA spleen mod: -6%; GAA glycogen: -10%; HTT cytoprotect: 14%[10 µM]; GAA inhib: -6%; Tau fibril ThT: -13%; Tau fluor cs: -9%; aGal spleen mod: 0%

Results for CCC(CC)C(=O)N1CCN(c2cccc(C)c2C)CC1 ?
Tau FP inhib: -2%; GAA spleen mod: 4%; GAA glycogen: -2%; HTT cytoprotect: -9%[0.074 µM]; GAA inhib: 3%; Tau fibril ThT: 7%; Tau fluor cs: 7%; aGal spleen mod: -3%

What do the screens show for `CCCCNC(=O)c1ccc(N2CCOCC2)c(NS(=O)(=O)c2ccc(OC)cc2)c1`?
Tau FP inhib: -7%; GAA spleen mod: -8%; GAA glycogen: 3%; HTT cytoprotect: -18%[10 µM]; GAA inhib: -4%; Tau fibril ThT: -3%; Tau fluor cs: -9%; aGal spleen mod: inconclusive

How did Cc1nn(C)cc1C(C(=O)NC1CCCCC1)N(C(=O)Cn1nnc2ccccc21)c1ccc(F)cc1 (stereo not drawn) do in these assays?
Tau FP inhib: 3%; GAA spleen mod: 3%; GAA glycogen: 3%; HTT cytoprotect: 20%; GAA inhib: -4%; Tau fibril ThT: -3%; Tau fluor cs: 1%; aGal spleen mod: 5%

How did O=C(CSc1ccccc1)Nc1cccc(NC(=O)c2ccco2)c1 do in these assays?
Tau FP inhib: -9%; GAA spleen mod: -10%; GAA glycogen: 5%; HTT cytoprotect: 26%; GAA inhib: inconclusive; Tau fibril ThT: 0%; Tau fluor cs: -15%; aGal spleen mod: -4%

How did Cc1cc(=O)oc2ccc(OC(=O)c3cccc(S(=O)(=O)N4CCOCC4)c3)cc12 do in these assays?
Tau FP inhib: 8%; GAA spleen mod: 1%; GAA glycogen: 3%; HTT cytoprotect: 3%; GAA inhib: -8%; Tau fibril ThT: inconclusive; Tau fluor cs: -7%; aGal spleen mod: 6%

Results for OCC12COC(c3ccccc3)N1C(c1ccccc1)OC2 (stereo not drawn) ?
Tau FP inhib: 0%; GAA spleen mod: -1%; GAA glycogen: 7%; HTT cytoprotect: -6%[10 µM]; GAA inhib: -8%; Tau fibril ThT: 1%; Tau fluor cs: -4%; aGal spleen mod: 9%

What do the screens show for `Cc1ccc(CN2C(=O)/C(=C\c3ccc(C(=O)NCc4cccnc4)cc3)Oc3ccccc32)cc1`?
Tau FP inhib: -3%; GAA spleen mod: -4%; GAA glycogen: 14%; HTT cytoprotect: 16%[10 µM]; GAA inhib: inconclusive; Tau fibril ThT: 1%; Tau fluor cs: -17%; aGal spleen mod: 0%

Gathered by group, the compounds so far with a thiophene ring, fused or not (2)
Results for C=CCn1c(SCC(=O)N2CCc3ccccc3C2)nc2sc(CC)cc2c1=O ?
Tau FP inhib: 2%; GAA spleen mod: 0%; GAA glycogen: 6%; HTT cytoprotect: 16%[10 µM]; GAA inhib: 5%; Tau fibril ThT: -15%; Tau fluor cs: -5%; aGal spleen mod: 0%

Results for Cc1ccc(N2CCN(/N=C/c3sccc3C)CC2)cc1 ?
Tau FP inhib: 7%; GAA spleen mod: -6%; GAA glycogen: -1%; HTT cytoprotect: 17%[10 µM]; GAA inhib: -5%; Tau fibril ThT: inconclusive; Tau fluor cs: -24%; aGal spleen mod: 0%

(further entries)
How did Nc1nc(CN2CCN(c3ccccn3)CC2)nc(Nc2ccc(F)cc2)n1 do in these assays?
Tau FP inhib: 4%; GAA spleen mod: 1%; GAA glycogen: 5%; HTT cytoprotect: -9%; GAA inhib: -14%; Tau fibril ThT: -14%; Tau fluor cs: -9%; aGal spleen mod: -4%

Results for O=C(N/C(=C/c1cccc([N+](=O)[O-])c1)C(=O)N1CCCCCC1)c1cccs1 ?
Tau FP inhib: 0%; GAA spleen mod: -2%; GAA glycogen: 0%; HTT cytoprotect: 25%[10 µM]; GAA inhib: -10%; Tau fibril ThT: -10%; Tau fluor cs: -20%; aGal spleen mod: 5%

What do the screens show for `O=C(c1ccc(F)cc1)N1CCN(c2ccc([N+](=O)[O-])cc2-n2cccc2)CC1`?
Tau FP inhib: 2%; GAA spleen mod: 6%; GAA glycogen: -1%; HTT cytoprotect: -25%[10 µM]; Tau fluor cs: inconclusive; aGal spleen mod: 6%

Results for O=C(CCCC(=O)NCCc1ccccc1)NCCc1ccccc1 ?
Tau FP inhib: 11%; GAA spleen mod: -2%; GAA glycogen: 9%; HTT cytoprotect: inconclusive; GAA inhib: 3%; Tau fibril ThT: -4%; Tau fluor cs: 0%; aGal spleen mod: -10%

How did CCN(CC)CCCNC(=O)c1nn(-c2cccc(OC)c2)c(=O)c2ccccc12 do in these assays?
Tau FP inhib: 3%; GAA spleen mod: 1%; GAA glycogen: -1%; HTT cytoprotect: -10%; GAA inhib: -2%; Tau fibril ThT: -4%; Tau fluor cs: -7%; aGal spleen mod: 8%

What do the screens show for `COCCCn1c(=NC(=O)c2ccccc2)c(C#N)cc2c(=O)n3cccc(C)c3nc21`?
Tau FP inhib: -2%; GAA spleen mod: 11%; GAA glycogen: -2%; HTT cytoprotect: 1%[10 µM]; GAA inhib: inconclusive; Tau fibril ThT: 1%; Tau fluor cs: -9%; aGal spleen mod: inconclusive

What do the screens show for `Cc1nn(CCC(=O)NNC(=S)Nc2ccc(F)cc2)c(C)c1Br`?
Tau FP inhib: 0%; GAA spleen mod: 4%; GAA glycogen: -26%; HTT cytoprotect: 22%[10 µM]; GAA inhib: inconclusive; Tau fibril ThT: 0%; Tau fluor cs: -2%; aGal spleen mod: -2%

What do the screens show for `COc1cccc(CNc2ccccc2O)c1OCc1ccccc1F`?
Tau FP inhib: 0%; GAA spleen mod: 7%; GAA glycogen: inconclusive; GAA inhib: -4%; Tau fibril ThT: inconclusive; Tau fluor cs: inconclusive; aGal spleen mod: 7%

Results for COc1ccc(/C=C(\C#N)C(=O)Nc2ccc3[nH]c(=O)[nH]c3c2)cc1 ?
Tau FP inhib: -1%; GAA spleen mod: 1%; GAA glycogen: -2%; HTT cytoprotect: 8%[10 µM]; Tau fibril ThT: inconclusive; Tau fluor cs: -25%; aGal spleen mod: 1%

How did CCn1nnnc1NC(=O)c1cccc(OC)c1 do in these assays?
Tau FP inhib: -3%; GAA spleen mod: -6%; GAA glycogen: -4%; HTT cytoprotect: 14%[10 µM]; GAA inhib: -8%; Tau fibril ThT: -11%; Tau fluor cs: -8%; aGal spleen mod: 2%

How did CCc1nnc(NC(=O)c2cc(=O)c3cc(C)c(C)cc3o2)s1 do in these assays?
Tau FP inhib: 2%; GAA glycogen: -8%[76.3 µM]; Tau fibril ThT: -12%; Tau fluor cs: -3%

Results for Cc1ccc(N2C(=O)NC(NC(=O)C3CC3)(C(F)(F)F)C2=O)cc1 (stereo not drawn) ?
Tau FP inhib: -4%; GAA spleen mod: 1%; GAA glycogen: -8%; GAA inhib: 1%; Tau fibril ThT: 3%; Tau fluor cs: -4%; aGal spleen mod: 5%

Results for CCOc1ccc(N2CC(C(=O)NCCCN3CCOCC3)CC2=O)cc1 (stereo not drawn) ?
Tau FP inhib: 9%; GAA spleen mod: -1%; GAA glycogen: -1%; HTT cytoprotect: -7%[0.074 µM]; GAA inhib: -13%; Tau fibril ThT: -5%; Tau fluor cs: 0%; aGal spleen mod: 7%

Results for CC(NCc1ccc(S(N)(=O)=O)cc1)C(=O)N1CCc2ccccc21 (stereo not drawn) ?
Tau FP inhib: -8%; GAA spleen mod: 5%; GAA glycogen: -2%; HTT cytoprotect: -3%[10 µM]; Tau fluor cs: -18%; aGal spleen mod: 10%

Results for CN1CCN(c2nc(-c3ccccc3)cc(C(F)(F)F)n2)CC1 ?
Tau FP inhib: -4%; GAA spleen mod: -14%; GAA glycogen: 14%; HTT cytoprotect: -20%; GAA inhib: -7%; Tau fibril ThT: -2%; Tau fluor cs: -5%; aGal spleen mod: 1%

Source: PubChem (National Center for Advancing Translational Sciences (NCATS))
